XIAP antagonists: small molecules displacing peptide from XIAP – biochemical, IAP family, fluorescence polarization (AID 1018); XIAP BIR domain, fluorescence polarization peptide displacement; higher % means a stronger effect; displacement, % at 20 µM, or IC50 in µM where a hit was titrated; 200,000 compounds, 0.007% hits; in the data active = displacement above about 50%; also: a part of the inactive calls stands beside numbers as strong as those of hits
Insulin prom up: MIN6 insulin promoter up-regulation; MIN6 insulin promoter-GFP reporter, high-content imaging; active compounds read high; z-score at 5 µM; 190,000 compounds, 0.3% hits;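 active = z-score above 3 at 5 µM with at least 500 cells counted in the well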
CSM14.1 death rescue: rescue of cells from ER stress-induced death, primary screen, 384-well, CSM14.1, thapsigargin, ATP luminescence (AID 1222) | CSM14.1 thapsigargin-induced death rescue, ATP luminescence; higher % means a stronger effect | cellular ATP content (survival), % at 20 µM, or EC50 in µM where a hit was titrated | 190,000 tested, under 10 active;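 active = EC50 below 50 µM in the dose-response confirmation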;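 also: death triggered by thapsigargin at about 15 µM added after 2 h compound pretreatment; cell ATP read after overnight thapsigargin exposure of roughly 18 to 22 hours; normalized against plate controls of thapsigargin alone and 5% DMSO vehicle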
Dynein cargo inh: blocks dynein driven cargo transport along microtubules. 3617.4 mouse cells, GR-EGFP nuclear translocation imaging; test concentration mostly 20 µM; stimulated with dexamethasone, 1 µM; active compounds read low. z-score, hits read low. 220,000 compounds, 0.47% hits;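 active = plate z-score of nuclear minus cytoplasmic receptor signal below a set negative limit, without overly bright fluorescence or cell loss, cut at about -3.5 in these data, passing the limit was not always enough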;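 also: z-score of nuclear minus cytoplasmic ring GR-EGFP intensity difference per well; some compounds called inactive have numbers as strong as hits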
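Buffer or medium – tet-free medium with charcoal-stripped serum · Signal – automated 10x imaging of fixed Hoechst-stained cells · Also added – dexamethasone agonist, 1.0 µM final, for 30 min · Incubation – induction 48 h, compound 1 h, agonist 30 min · Read-out – GR-EGFP nuclear translocation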
WT yeast gro inh: growth inhibition of WT yeast, mitochondrial fusion screen. mitochondrial fusion phenotypic screen, WT strain. inhibition, % at 10 µM. 190,000 compounds, 2.1% hits. AID 1362; in the data active = inhibition above about 58%; tested in S. cerevisiae
bCat nuc transl: alters nuclear translocation of beta-catenin in HeLa cells; immunofluorescence imaging; nuclear translocation activity, % at 5 µM; 190,000 compounds, 0.3% hits;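 active = nuclear translocation activity above 50% at 5 µM, with a well cell count of 50 or more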;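 also: per-cell ratio of nuclear to cytoplasmic median beta-catenin stain intensity; plate controls were DMSO negative control for no effect and GSK-3 inhibitor IX positive control for full effect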
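Test system: human HeLa cell line; Doses: 5 µM primary, 0.02–20 µM confirmation; Incubation: 24 h compound exposure, 37°C; Detection: beta-catenin immunofluorescence imaging with DAPI; Read-out: beta-catenin nuclear/cytoplasmic ratio, % activation.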
MT stabilize HCS: stabilizes microtubules in HeLa cells; 200,000 compounds, 0.83% hits; % tubulin-high responders, % at 10 µM; HeLa tubulin immunostaining HCS, 24 h; share of cells brighter than vehicle mean+2SD;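 active = plate Z-score above 3 for both tubulin-high and condensed-nucleus cell shares, with cell loss under 80%, at 10 µM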;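 also: anti alpha tubulin signal scored within the nucleus-defined area of each cell; some results filed as inactive read as strong as hits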
Hep lipid drop: modulators of hepatic lipid droplet formation. inhibition, % at 6.5 µM. AML12 mouse hepatocytes, oleate lipid droplets, BODIPY imaging. AID 1656. 240,000 compounds, 0.4% hits;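 active = lipid droplet intensity inhibited by at least 50%, with more than 500 cells counted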
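Assay system: AML12 hepatocytes (mouse); Probe or stimulus: oleic acid at 100 µM to induce lipid droplet formation; Dosing: compound at 6.5 µM only; Schedule: compound with oleate, overnight; Detection: fluorescence imaging, 20x objective, two fields per well; Measure: % inhibition of lipid droplet signal.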
Autophagy mod: modulators of autophagy. MEF GFP-LC3 puncta imaging; test concentration mostly 10 µM. AID 463193. calls only at 10 µM (by protocol). 190,000 compounds, 0.98% hits;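 active = percentage of spot-positive cells more than 3 SD above its plate mean, without a fluorescence outlier flag or 80% toxicity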;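 also: spot-positive cell cutoff set from DMSO-treated cells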
WT yeast gro inh mutant strain: further read-out of WT yeast gro inh, marked with its call; inhibition, %; mitochondrial fusion phenotypic screen, mutant strain inhibition
Dynein cargo inh cytoplasmic EGFP: also measured in Dynein cargo inh; calls as there; z-score; measured here: cytoplasmic GR-EGFP intensity; active compounds read high
Dynein cargo inh nuclear GR-EGFP: further read-out of Dynein cargo inh, marked with its call; z-score; measured here: nuclear GR-EGFP intensity;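 lower value marks the stronger effect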
Dynein cargo inh cell count: further read-out of Dynein cargo inh, marked with its call; z-score; measured here: cell count per field
Insulin prom up cell count: second read-out of Insulin prom up, no call of its own (marks repeat the call); cell count; measured here: cytotoxicity, nuclei count;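 total cells summed across four imaged fields per well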
Hep lipid drop cells 6.5 µM: further read-out of Hep lipid drop, marked with its call; cell count; measured here: cell count, cytotoxicity flag;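 cells counted across two imaged fields per well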
bCat nuc transl cell count 5 µM: second read-out of bCat nuc transl, no call of its own (marks repeat the call); cell count; measured here: cell count, cytotoxicity flag
MT stabilize HCS Hoechst-high %: recorded beside MT stabilize HCS, whose call it bears; % Hoechst-high responders; measured here: nuclear condensation Hoechst responders;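 share of cells brighter than vehicle mean plus two SD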
MT stabilize HCS cytotoxicity %: recorded beside MT stabilize HCS, whose call it bears; toxicity, %; measured here: cytotoxicity by cell density;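 0% = mean cell density of plate MIN control wells and 100% = no cells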
Autophagy mod cell loss 18 h: also measured in Autophagy mod; calls as there; toxicity, %; measured here: cell loss, nuclei count;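 cell loss after 18 h compound exposure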
Numbers without * were called inactive. An unsorted share of the library; overall some 4% were active at least once.

Screening O=C(CO/N=C/c1ccccc1Cl)N1CCCc2ccccc21 returned XIAP antagonists -8.5%, Insulin prom up 0.09, CSM14.1 death rescue 3.1%, Dynein cargo inh 0.135, WT yeast gro inh 43.8, bCat nuc transl -0.7, MT stabilize HCS 8.7, Hep lipid drop -4.9, Autophagy mod inactive, WT yeast gro inh mutant strain 13.8, Dynein cargo inh cytoplasmic EGFP -0.185, Dynein cargo inh nuclear GR-EGFP 0.207, Dynein cargo inh cell count -0.362, Insulin prom up cell count 1488, Hep lipid drop cells 6.5 µM 702, bCat nuc transl cell count 5 µM 1198, MT stabilize HCS Hoechst-high % 1.9, MT stabilize HCS cytotoxicity % 8.6 and Autophagy mod cell loss 18 h 15.6.
O=C(c1cccs1)c1cn(CC(=O)N2CCc3ccccc3C2)c2ccccc12 was read as XIAP antagonists -0.7%, Insulin prom up 0.54, CSM14.1 death rescue 0.2%, Dynein cargo inh -0.0222, WT yeast gro inh -3.7, bCat nuc transl -1.4, MT stabilize HCS 2.7, Autophagy mod inactive, WT yeast gro inh mutant strain 0.4, Dynein cargo inh cytoplasmic EGFP 0.138, Dynein cargo inh nuclear GR-EGFP 0.257, Dynein cargo inh cell count -0.144, Insulin prom up cell count 1247, bCat nuc transl cell count 5 µM 1158, MT stabilize HCS Hoechst-high % 2.5, MT stabilize HCS cytotoxicity % 4.3 and Autophagy mod cell loss 18 h 5.8.
Screening COc1cccc(C(=O)COC(=O)CCC(=O)NC2CCCCC2)c1 returned XIAP antagonists -1.6%, Insulin prom up 1.55, CSM14.1 death rescue 0.5%, Dynein cargo inh -0.32, WT yeast gro inh -24.6, bCat nuc transl -5.6, MT stabilize HCS 4.1, Hep lipid drop 9.5, Autophagy mod inactive, WT yeast gro inh mutant strain -9.2, Dynein cargo inh cytoplasmic EGFP -0.182, Dynein cargo inh nuclear GR-EGFP 0.4, Dynein cargo inh cell count 0.242, Insulin prom up cell count 1541, Hep lipid drop cells 6.5 µM 573, bCat nuc transl cell count 5 µM 1161, MT stabilize HCS Hoechst-high % 1.0, MT stabilize HCS cytotoxicity % 0.9 and Autophagy mod cell loss 18 h -10.0.
`CCOC(=O)c1cc(-c2ccccc2)sc1NC(=O)CCN1C(=O)c2ccccc2C1=O` gave XIAP antagonists -1.5%, Insulin prom up -0.09, CSM14.1 death rescue -1.1%, Dynein cargo inh 0.536, WT yeast gro inh -5.1, bCat nuc transl 2.5, MT stabilize HCS 3.0, Hep lipid drop 6.1, Autophagy mod inactive, WT yeast gro inh mutant strain 5.7, Dynein cargo inh cytoplasmic EGFP -0.232, Dynein cargo inh nuclear GR-EGFP 0.331, Dynein cargo inh cell count -0.0312, Insulin prom up cell count 1502, Hep lipid drop cells 6.5 µM 684, bCat nuc transl cell count 5 µM 1099, MT stabilize HCS Hoechst-high % 2.3, MT stabilize HCS cytotoxicity % 12.4 and Autophagy mod cell loss 18 h 13.3.
Screening Cc1cccc(C)c1NC(=O)CSc1ncnc2nc[nH]c12 returned XIAP antagonists -1.9%, Insulin prom up -0.12, CSM14.1 death rescue -2.0%, Dynein cargo inh -1.75, WT yeast gro inh 2.1, bCat nuc transl -2.0, MT stabilize HCS 3.1, Hep lipid drop -0.5, Autophagy mod inactive, WT yeast gro inh mutant strain -23.6, Dynein cargo inh cytoplasmic EGFP -0.164, Dynein cargo inh nuclear GR-EGFP -0.396, Dynein cargo inh cell count 0.527, Insulin prom up cell count 1937, Hep lipid drop cells 6.5 µM 716, bCat nuc transl cell count 5 µM 1010, MT stabilize HCS Hoechst-high % 2.4, MT stabilize HCS cytotoxicity % 8.3 and Autophagy mod cell loss 18 h 10.3.
Screening N=C1C(c2nc3ccccc3s2)=C(O)CN1C1CCC(O)CC1 (stereo not drawn) returned Insulin prom up 0.27, Dynein cargo inh 0.486, bCat nuc transl -0.2, Hep lipid drop -3.7, Dynein cargo inh cytoplasmic EGFP -0.275, Dynein cargo inh nuclear GR-EGFP -0.0524, Dynein cargo inh cell count 0.443, Insulin prom up cell count 1333, Hep lipid drop cells 6.5 µM 686 and bCat nuc transl cell count 5 µM 1323.
For CCCCN(c1ccccc1)S(=O)(=O)c1cccc(C(=O)O)c1 the results were XIAP antagonists -4.6%, Insulin prom up 1.57, CSM14.1 death rescue 1.7%, Dynein cargo inh -0.404, WT yeast gro inh 6.8, bCat nuc transl -1.6, MT stabilize HCS 2.3, Hep lipid drop 0.3, Autophagy mod inactive, WT yeast gro inh mutant strain 23.7, Dynein cargo inh cytoplasmic EGFP -0.345, Dynein cargo inh nuclear GR-EGFP -0.0546, Dynein cargo inh cell count 0.496, Insulin prom up cell count 1236, Hep lipid drop cells 6.5 µM 643, bCat nuc transl cell count 5 µM 1100, MT stabilize HCS Hoechst-high % 2.0, MT stabilize HCS cytotoxicity % 6.5 and Autophagy mod cell loss 18 h -0.7.
`Cc1cccc(NC(=O)CCC(=O)Nc2nnc(C(F)(F)F)s2)c1` gave Insulin prom up 0.57, Dynein cargo inh -0.235, bCat nuc transl 0.6, Hep lipid drop -26.0, Dynein cargo inh cytoplasmic EGFP -0.259, Dynein cargo inh nuclear GR-EGFP -0.22, Dynein cargo inh cell count 0.255, Insulin prom up cell count 1011, Hep lipid drop cells 6.5 µM 669 and bCat nuc transl cell count 5 µM 1338.
Screening Cc1cc(C)n(C(=O)CSc2ccc(Cl)cc2)n1 returned XIAP antagonists -10.4%, Insulin prom up -0.03, CSM14.1 death rescue -1.9%, Dynein cargo inh -0.186, WT yeast gro inh 13.1, bCat nuc transl 1.1, MT stabilize HCS 1.0, Autophagy mod inactive, WT yeast gro inh mutant strain 12.1, Dynein cargo inh cytoplasmic EGFP -0.202, Dynein cargo inh nuclear GR-EGFP -0.21, Dynein cargo inh cell count 0.313, Insulin prom up cell count 1562, bCat nuc transl cell count 5 µM 1416, MT stabilize HCS Hoechst-high % 1.6, MT stabilize HCS cytotoxicity % 2.0 and Autophagy mod cell loss 18 h 0.1.
CC(OC(=O)c1ccncc1)C(=O)Nc1cccc([N+](=O)[O-])c1 (stereo not drawn) was read as XIAP antagonists -3.3%, Insulin prom up 0.01, CSM14.1 death rescue -3.1%, Dynein cargo inh 1.3, WT yeast gro inh -5.7, bCat nuc transl 1.4, MT stabilize HCS 3.2, Hep lipid drop 2.3, Autophagy mod inactive, WT yeast gro inh mutant strain -24.2, Dynein cargo inh cytoplasmic EGFP -0.145, Dynein cargo inh nuclear GR-EGFP 0.821, Dynein cargo inh cell count -0.991, Insulin prom up cell count 1184, Hep lipid drop cells 6.5 µM 593, bCat nuc transl cell count 5 µM 1063, MT stabilize HCS Hoechst-high % 1.9, MT stabilize HCS cytotoxicity % 6.8 and Autophagy mod cell loss 18 h -15.9.
Screening O=C(CN1C(=O)NC2(CCCCC2)C1=O)Nc1ccccc1Cl returned XIAP antagonists -4.6%, Insulin prom up 0.14, CSM14.1 death rescue 1.8%, Dynein cargo inh 0.128, WT yeast gro inh 11.7, bCat nuc transl -5.8, MT stabilize HCS 2.2, Autophagy mod inactive, WT yeast gro inh mutant strain 17.2, Dynein cargo inh cytoplasmic EGFP -0.163, Dynein cargo inh nuclear GR-EGFP 0.873, Dynein cargo inh cell count 0.0456, Insulin prom up cell count 1197, bCat nuc transl cell count 5 µM 1016, MT stabilize HCS Hoechst-high % 1.9, MT stabilize HCS cytotoxicity % 3.6 and Autophagy mod cell loss 18 h 23.0.
For CCN(C(=O)c1cccc(F)c1)c1ccccc1C the results were XIAP antagonists -2.1%, Insulin prom up 0.11, CSM14.1 death rescue -0.1%, Dynein cargo inh 0.191, WT yeast gro inh -4.2, bCat nuc transl 1.1, MT stabilize HCS 2.9, Hep lipid drop 10.5, Autophagy mod inactive, WT yeast gro inh mutant strain 11.6, Dynein cargo inh cytoplasmic EGFP -0.235, Dynein cargo inh nuclear GR-EGFP 0.162, Dynein cargo inh cell count -0.32, Insulin prom up cell count 1304, Hep lipid drop cells 6.5 µM 728, bCat nuc transl cell count 5 µM 995, MT stabilize HCS Hoechst-high % 1.4, MT stabilize HCS cytotoxicity % 6.2 and Autophagy mod cell loss 18 h -4.1.
Screening COC(=O)C1CC(=O)N(CCc2c[nH]c3ccccc23)C1 (stereo not drawn) returned XIAP antagonists -5.1%, Insulin prom up 0.11, CSM14.1 death rescue -0.2%, Dynein cargo inh -0.678, WT yeast gro inh 6.6, bCat nuc transl -1.5, MT stabilize HCS 1.4, Hep lipid drop -7.2, Autophagy mod inactive, WT yeast gro inh mutant strain 13.6, Dynein cargo inh cytoplasmic EGFP -0.346, Dynein cargo inh nuclear GR-EGFP -0.475, Dynein cargo inh cell count 0.749, Insulin prom up cell count 836, Hep lipid drop cells 6.5 µM 717, bCat nuc transl cell count 5 µM 1052, MT stabilize HCS Hoechst-high % 1.8, MT stabilize HCS cytotoxicity % 11.5 and Autophagy mod cell loss 18 h 1.7.
`COc1cc(OC)cc(C(=O)Nc2nc3ccccc3[nH]2)c1` gave XIAP antagonists -16.8%, CSM14.1 death rescue 0.1%, Dynein cargo inh -0.411, WT yeast gro inh 20.4, bCat nuc transl -2.5, MT stabilize HCS 1.2, Hep lipid drop 6.6, Autophagy mod inactive, WT yeast gro inh mutant strain 10.9, Dynein cargo inh cytoplasmic EGFP -0.197, Dynein cargo inh nuclear GR-EGFP -0.154, Dynein cargo inh cell count 0.383, Hep lipid drop cells 6.5 µM 767, bCat nuc transl cell count 5 µM 1096, MT stabilize HCS Hoechst-high % 1.5, MT stabilize HCS cytotoxicity % 9.2 and Autophagy mod cell loss 18 h -1.1.

Assay outcomes (PubChem)
